Neddylation inh – inhibitors of human cullin neddylation | P61081+Q13564 | TR-FRET cullin neddylation, biochemical | calls only at 25 µM | actives 0.58% (n = 360,000) | AID 651699; in the data active = inhibition above about 36%
MsrA act – activators of bovine methionine sulfoxide reductase A | activation, % at 10.6 µM | actives 0.3% (n = 360,000) | purified bovine MsrA, absorbance read-out; in the data active = activation above about 7.5%;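 note: 0% = vehicle and 100% = reference activator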
Rin1-Abl PPI inh – blocks binding of human Rin1 to Abl | inhibition, % at 7.35 µM | P00519+Q13671 | actives 0.4% (n = 360,000) | TR-FRET Rin1/Abl binding, biochemical; in the data active = inhibition above about 5%, passing the limit was not always enough
eLon inh – inhibitors of E. coli Lon protease; P0A9M0; purified E. coli Lon protease, fluorescence polarization; inhibition, % at 7.94 µM; actives 0.42% (n = 360,000); AID 602123; in the data active = inhibition above about 13%, passing the limit was not always enough;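 note: 0% = enzyme with probe and DMSO and 100% = no enzyme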
TbMetRS inhib – Trypanosoma brucei MetRS inhibition. purified T. brucei MetRS, ATP depletion, Kinase-Glo luminescence. inhibition, % at 11.9 µM. actives 0.4% (n = 360,000). AID 624268;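 active = inhibition above a per-plate cutoff of the control wells' mean inhibition plus 3 SD, cut at about 5.5% in these data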;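 note: 0% = DMSO wells median and 100% = median of wells with control inhibitor compound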
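Dosing: 11.9 µM compound single dose, 0.9% DMSO; Assay system: purified T. brucei MetRS enzyme; Measured by: Kinase-Glo luciferase luminescence reporting remaining unconsumed ATP; Schedule: 15 min plus 2 h at 25 °C.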
CSN inh – inhibitors of human CSN-mediated cullin deneddylation. Q92905. Purified CSN, SCF-Nedd8-OG deneddylation, fluorescence polarization. inhibition, % at 12.5 µM. actives 0.38% (n = 360,000). AID 651999;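 active = pattern-corrected inhibition above about 35%, with an unprinted fluorescence ratio check between 0.5 and 1.5, limit read from the data, passing the limit was not always enough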;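 note: 0% = enzyme with substrate and 100% = substrate without enzyme; some results filed as inactive read as strong as hits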
Target sequence (Q92905 whole entry, looked up, one chain of several): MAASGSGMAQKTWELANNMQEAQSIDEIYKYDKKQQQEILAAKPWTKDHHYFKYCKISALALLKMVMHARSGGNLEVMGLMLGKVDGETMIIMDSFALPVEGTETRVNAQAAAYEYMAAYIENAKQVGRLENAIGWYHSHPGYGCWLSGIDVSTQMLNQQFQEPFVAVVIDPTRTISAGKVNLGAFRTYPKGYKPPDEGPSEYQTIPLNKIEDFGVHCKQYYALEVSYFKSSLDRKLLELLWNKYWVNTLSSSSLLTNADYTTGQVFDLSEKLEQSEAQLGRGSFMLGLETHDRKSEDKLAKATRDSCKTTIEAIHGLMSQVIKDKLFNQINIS
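Assay system: Purified human Csn5 enzyme expressed in HEK293T cells | Amount: Enzyme 0.24 nM | Measured by: Fluorescence polarization readout | Medium: Tris/NaCl/DTT buffer, pH 7.5 | Compound dosing: One concentration, 12.5 µM, 0.25% DMSO | Times: 90 min incubation of compound, enzyme and substrate at room temperature | Control set: no-enzyme wells high, enzyme-with-substrate wells low | Read-out: % inhibition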
FAS TE block – FAS thioesterase (human) inhibition; actives 0.67% (n = 360,000); recombinant FAS-TE, OMFH fluorogenic substrate, fluorescence endpoint; inhibition, % at 15 µM; P49327; AID 602261;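 active = compounds whose normalised, plate-corrected inhibition of enzyme fluorescence in the single-dose primary screen is 50% or more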;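 note: 0% = DMSO with enzyme and 100% = substrate without enzyme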
PABP1 MLLE inh – blocks PAM2 peptide binding to the PABP1 MLLE domain; GST-MLLE / FITC-PAM2 fluorescence polarization; actives 0.36% (n = 360,000); inhibition, % at 20 µM; P11940; in the data active = inhibition above about 35%, passing the limit was not always enough;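 note: plate controls were DMSO wells with GST-MLLE for no effect and wells lacking GST-MLLE protein for full effect; some results filed as inactive read as strong as hits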
MsrA inhibitor – bovine MsrA inhibition. inhibition, % at 15.5 µM. actives 0.75% (n = 360,000). purified bovine MsrA, absorbance read-out; in the data active = inhibition above about 4.5%;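 note: 0% = vehicle wells with enzyme and 100% = reference inhibitor wells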
* hit, by the source's call; i = inactive; . = not tested or not shown. Compounds as they come. About 4% of those tested had a hit in this group.

Start of the data: the first 4 entries, ahead of the listing:
| SMILES | Neddylation inh | MsrA act | Rin1-Abl PPI inh | eLon inh | TbMetRS inhib | CSN inh | FAS TE block | PABP1 MLLE inh | MsrA inhibitor |
| --- | --- | --- | --- | --- | --- | --- | --- | --- | --- |
| Clc1cc(CSc2ccccc2)nc(-c2ccccc2)n1 | i | 1 | 1 | -4 | 1.6 | 1 | 20 | 15 | 0.2 |
| CCOC(=O)C1(Cc2ccccc2)CCCN(Cc2ccncc2)C1 (stereo not drawn) | i | 0 | 5 | -4 | -0.3 | -7 | -8 | 0 | -0.5 |
| NC(=O)c1ncc(C(F)(F)F)cc1Oc1ccc(F)cc1 | i | -2 | 4 | -7 | -0.9 | -2 | -3 | 1 | -0.4 |
| COCCNC(=S)c1ccc(Br)cc1 | i | -3 | -2 | 8 | 0.6 | -2 | -2 | 33 | -0.7 |

All compounds of this part, previewed entries included:
| SMILES | Neddylation inh | MsrA act | Rin1-Abl PPI inh | eLon inh | TbMetRS inhib | CSN inh | FAS TE block | PABP1 MLLE inh | MsrA inhibitor |
| --- | --- | --- | --- | --- | --- | --- | --- | --- | --- |
| Clc1cc(CSc2ccccc2)nc(-c2ccccc2)n1 | i | 1 | 1 | -4 | 1.6 | 1 | 20 | 15 | 0.2 |
| CCOC(=O)C1(Cc2ccccc2)CCCN(Cc2ccncc2)C1 (stereo not drawn) | i | 0 | 5 | -4 | -0.3 | -7 | -8 | 0 | -0.5 |
| NC(=O)c1ncc(C(F)(F)F)cc1Oc1ccc(F)cc1 | i | -2 | 4 | -7 | -0.9 | -2 | -3 | 1 | -0.4 |
| COCCNC(=S)c1ccc(Br)cc1 | i | -3 | -2 | 8 | 0.6 | -2 | -2 | 33 | -0.7 |
| CCOC(=O)c1cnn2c(C(F)(F)F)cc(-c3ccco3)nc12 | . | -2 | -5 | -2 | -0.5 | -1 | -6 | -1 | 2.1 |
| O=C(c1ccc(Cl)cc1)c1ccc(OCC(=O)N2CCOCC2)cc1 | i | -8 | 0 | -2 | -0.4 | 0 | -4 | -4 | -0.8 |
| CN1C(=S)N(c2cccnc2)C(=O)/C1=C\c1ccc(C(C)(C)C)cc1 | i | -1 | 0 | 2 | -1.0 | 7 | 27 | 9 | -0.4 |
| CC(C)NC(=O)c1cc(C2CCCCN2S(=O)(=O)c2ccccc2)on1 (stereo not drawn) | i | -2 | 0 | 4 | -0.1 | -6 | -2 | -3 | 0.6 |

The results go on.
| SMILES | Neddylation inh | MsrA act | Rin1-Abl PPI inh | eLon inh | TbMetRS inhib | CSN inh | FAS TE block | PABP1 MLLE inh | MsrA inhibitor |
| --- | --- | --- | --- | --- | --- | --- | --- | --- | --- |
| Cc1ccc2c(Cl)c(C(=O)Nc3cc(C)on3)sc2c1 | i | 0 | 2 | -1 | -1.1 | -2 | -1 | 3 | -0.6 |
| O=C(CSc1nnc2c(n1)[nH]c1ccc(S(=O)(=O)N3CCOCC3)cc12)Nc1ccc(F)c(F)c1 | i | -2 | -2 | -2 | -0.3 | 9 | -9 | 10 | 0.8 |
| Cc1ccc(C)c2[nH]c(=O)c(C(c3nnnn3Cc3ccccc3)N3CCc4ccccc4C3)cc12 (stereo not drawn) | i | -2 | -1 | 4 | 0.2 | 12 | 15 | 93 | 2.1 |
| Cc1cc(C=O)c(C)n1-c1ccc(N2CCOCC2)cc1 | i | -1 | 2 | -10 | -0.4 | -4 | -1 | -5 | 0.8 |
| COc1ccc(CCNC(=O)c2cc(S(=O)(=O)N(C)c3ccccc3)ccc2Cl)cc1 | i | 1 | -2 | 0 | 0.0 | 1 | 11 | -8 | 0.2 |
| CCNS(=O)(=O)c1ccc(CCC(=O)NCc2ccc(C)cc2)cc1 | i | -2 | 2 | 12 | 0.1 | 1 | -2 | 1 | 1.1 |
| COc1ccccc1N1CCN(Cc2cc3c(cc2O)OCO3)CC1 | i | -3 | 2 | 6 | -0.5 | 3 | -8 | 10 | -0.9 |
| Cc1ccc(NC(NC(=O)Cc2ccccc2)C(Cl)(Cl)Cl)cc1 (stereo not drawn) | i | -3 | 1 | 0 | -0.3 | -15 | 9 | 2 | 0.4 |

Remaining list, next part
| SMILES | Neddylation inh | MsrA act | Rin1-Abl PPI inh | eLon inh | TbMetRS inhib | CSN inh | FAS TE block | PABP1 MLLE inh | MsrA inhibitor |
| --- | --- | --- | --- | --- | --- | --- | --- | --- | --- |
| O=C(Nc1cccc(C(F)(F)F)c1)c1cc2c(=O)c3ccccc3oc2nc1C(F)(F)F | i | -1 | -1 | -5 | 0.3 | -2 | 44 | 1 | -1.4 |
| Cc1ccc(C(C(=O)Nc2ccc3c(c2)OCO3)N(C)C(=O)/C=C\c2ccc3c(c2)OCO3)cc1 (stereo not drawn) | i | 1 | -2 | -2 | -0.5 | -2 | 39 | -1 | 1.0 |
| CCc1cc[n+](C(C(=S)Nc2cccc(C)c2)=C([O-])c2ccc(C)c([N+](=O)[O-])c2)cc1 | i | 2 | -1 | 5 | -0.2 | 3 | 10 | -4 | 0.5 |
| O=C(Cc1cccc2ccccc12)N/N=C/c1ccc(OC(=O)/C=C/c2ccco2)cc1 | i | -9 | 1 | -12 | 0.4 | 4 | 2 | -5 | 3.0 |
| Cc1ccc(Cn2ccsc2=NC(=O)COC(=O)C(C)C)cc1 | i | 0 | -1 | -4 | -0.4 | 1 | 0 | -26 | 0.5 |
| CC(C)N=c1cc2n(-c3ccc(Cl)cc3)c3ccccc3nc-2cc1Nc1ccc(Cl)cc1 | i | 2 | 2 | 3 | -1.2 | -75 | -18 | 160 | 1.5 |
| Cc1ccc(N(C(=O)CCC(=O)Nc2nccs2)C(C(=O)NC(C)(C)C)c2ccc(O)cc2)cc1 (stereo not drawn) | i | -2 | -2 | 6 | -0.3 | 2 | -7 | 15 | 2.2 |
| Cc1ccc2oc(C(=O)Nc3nnc(C)s3)c(C)c2c1 | i | -10 | -1 | -6 | -0.8 | 4 | -8 | -9 | 0.4 |

Retrieved by compound from above, 5 records:
| SMILES | Neddylation inh | MsrA act | Rin1-Abl PPI inh | eLon inh | TbMetRS inhib | CSN inh | FAS TE block | PABP1 MLLE inh | MsrA inhibitor |
| --- | --- | --- | --- | --- | --- | --- | --- | --- | --- |
| Cc1ccc(Cn2ccsc2=NC(=O)COC(=O)C(C)C)cc1 | i | 0 | -1 | -4 | -0.4 | 1 | 0 | -26 | 0.5 |
| CC(C)N=c1cc2n(-c3ccc(Cl)cc3)c3ccccc3nc-2cc1Nc1ccc(Cl)cc1 | i | 2 | 2 | 3 | -1.2 | -75 | -18 | 160 | 1.5 |
| Cc1ccc(N(C(=O)CCC(=O)Nc2nccs2)C(C(=O)NC(C)(C)C)c2ccc(O)cc2)cc1 (stereo not drawn) | i | -2 | -2 | 6 | -0.3 | 2 | -7 | 15 | 2.2 |
| Cc1ccc(C(C(=O)Nc2ccc3c(c2)OCO3)N(C)C(=O)/C=C\c2ccc3c(c2)OCO3)cc1 (stereo not drawn) | i | 1 | -2 | -2 | -0.5 | -2 | 39 | -1 | 1.0 |
| O=C(Cc1cccc2ccccc12)N/N=C/c1ccc(OC(=O)/C=C/c2ccco2)cc1 | i | -9 | 1 | -12 | 0.4 | 4 | 2 | -5 | 3.0 |
